Source: PubChem BioAssay (several laboratories)
MEKK2mut PB1 HTS = signal of MEK5 binding to mutant human MEKK2 PB1 domain | bead flow cytometry, Alexa488-MEK5 binding to MEKK2 mutant | percent response, % at 10 µM | hit rate 0.35% among 290,000 | AID 1530; in the data active = percent response above about 24%, passing the limit was not always enough; note: inactives centre near 1; some results filed as inactive read as strong as hits
VIM-2 inhibitor = blocks Pseudomonas aeruginosa VIM-2 metallo-beta-lactamase; hit rate 0.89% among 290,000; inhibition, % at 5.6 µM; AID 1527; purified VIM-2, nitrocefin hydrolysis, epi-absorbance fluorescence;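 active = inhibition above the mean of all tested compounds plus 3 SD, cutoff set per screening run, cut at about 7.5% in these data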;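 note: red hydrolysis product quenches plate fluorescence so inhibitors raise well fluorescence; 0% = enzyme with DMSO and 100% = DMSO without enzyme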
DNA FID counter = fluorescent intercalator displacement, NS3 helicase counter-screen | inhibition, % at 7.9 µM | DNA fluorescent intercalator displacement, fluorescence | hit rate 0.17% among 290,000 | AID 1845; in the data active = inhibition above about 37%;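 note: 0% = vehicle and 100% = reference compound; higher means more ethidium bromide displaced from hairpin DNA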
M18AAP inhibitor = blocks P. falciparum M18 aspartyl aminopeptidase; recombinant PfM18AAP, H-Glu-NHMec fluorogenic cleavage; inhibition, % at 7.35 µM; hit rate 1.2% among 290,000;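 active = inhibition above the campaign mean inhibition over all tested compounds plus 3 SD, cut at about 28% in these data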;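 note: 0% = plate median of test compound wells and 100% = 2 mM ZnCl2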
NALP1 yeast inh = NALP1 inhibition. inhibition, % at 10 µM. S. cerevisiae NALP1/ASC/caspase-1 growth, X-gal OD620, 72 h. hit rate 0.61% among 280,000. AID 2071; in the data active = inhibition mostly above about 24%, no sharp cut-off; inactive = mostly below about 32%; note: some compounds called inactive have numbers as strong as hits
UBC9 SUMO inh = blocks human SUMOylation mediated by UBC9; P63279; hit rate 0.36% among 290,000; HTRF SUMOylation assay, SAE1/SAE2 + UBC9, in vitro; inhibition, % at 35 µM; in the data active = inhibition above about 50%, passing the limit was not always enough; note: strong numbers were not always called active
Target sequence (P63279 whole entry, looked up): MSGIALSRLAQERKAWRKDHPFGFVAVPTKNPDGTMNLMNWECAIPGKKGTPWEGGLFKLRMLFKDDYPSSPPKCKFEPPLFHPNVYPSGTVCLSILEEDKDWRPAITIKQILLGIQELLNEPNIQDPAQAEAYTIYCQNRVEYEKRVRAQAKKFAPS
IMP-1 inh = blocks Pseudomonas aeruginosa IMP-1 metallo-beta-lactamase; inhibition, % at 5.6 µM; hit rate 0.45% among 290,000; purified IMP-1, nitrocefin hydrolysis, epi-absorbance fluorescence; AID 1556;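 active = inhibition above the mean plus 3 SD of all compounds in the same screening run, cut at about 4.5% in these data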;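 note: 0% = IMP-1 with DMSO and 100% = DMSO wells lacking enzyme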
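Assay system: purified IMP-1; Quantity: IMP-1 0.2 nM before substrate addition; Medium: HEPES buffer pH 7.1 with ZnSO4 and Brij 35; Incubation: 15 min enzyme–compound preincubation, then 25 min nitrocefin reaction, 25 °C; Signal: fluorescence quenching readout, ex 480/em 530 nm; Controls: DMSO with and without IMP-1; Repeats: singlicate testing.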
MEKK2 WT-MEK5 = raises or lowers MEK5 binding to wildtype human MEKK2 PB1 domain; bead flow cytometry, Alexa488-MEK5 binding to MEKK2 WT; actives lie on both sides; binding response (% of control), % at 10 µM; hit rate 1.1% among 290,000; AID 1531; in the data active = binding response below about 67% or above about 130%
NS3 helicase inh = inhibitors of Hepatitis C virus NS3 helicase | NS3 helicase DNA unwinding, Cy5 molecular beacon fluorescence | inhibition, % at 10.9 µM | hit rate 0.56% among 290,000 | AID 1800;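 active = inhibition above the mean of all tested compounds plus 3 SD, set per campaign, cut at about 35% in these data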;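 note: 0% = DMSO wells and 100% = thioflavine S control wells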
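System: Hepatitis C virus NS3 helicase domain fragment enzyme | Reagent: Annealed dual-labelled DNA beacon duplex, ATP-started | Compound dosing: 10.9 µM single point, 0.8% DMSO | Incubation: 1 h reaction at 25 °C, ATP-initiated | Technique: Cy5 fluorescence | Evaluation: Percent inhibition from t60/t0 fluorescence ratio | Benchmarks: Low DMSO, high thioflavine S at 110 µM | Replication: Singlicate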
The depositor's hits bear a star; · = not tested or not shown.

| SMILES | MEKK2mut PB1 HTS | VIM-2 inhibitor | DNA FID counter | M18AAP inhibitor | NALP1 yeast inh | UBC9 SUMO inh | IMP-1 inh | MEKK2 WT-MEK5 | NS3 helicase inh |
| --- | --- | --- | --- | --- | --- | --- | --- | --- | --- |
| Cc1cccc(NC(=O)C2c3ccccc3C(=O)N3CCc4ccccc4C23)n1 (stereo not drawn) | 1 | -2.7 | -12 | -11 | 13 | 9 | -3.0 | 97 | 18 |
| COc1ccc(CN2CCN(C(C)C)C(CCO)C2)cc1Cn1cccn1 (stereo not drawn) | 2 | 0.3 | 10 | 6 | 15 | -2 | -0.1 | 103 | -5 |
| CCOC(=O)CN1C(=O)C(O)=C(C(C)=O)C1c1ccc([N+](=O)[O-])cc1 (stereo not drawn) | 13 | 0.5 | -2 | 4 | 10 | 18 | -3.1 | 99 | 1 |
| OCCNCC(O)Cn1ccc2ccccc21 (stereo not drawn) | -2 | -0.1 | 1 | 10 | 11 | 26 | -6.6 | 103 | -9 |
| CN(C)c1ccc(CN2CCCC(O)C2)cc1 (stereo not drawn) | 0 | -1.2 | 8 | 4 | 17 | 11 | -2.7 | 96 | 2 |
| NC(=O)CN1CCN(Cc2ccc3c(c2)OCO3)CC1 | 4 | 0.2 | 0 | -6 | 14 | 3 | -1.3 | 109 | 16 |
| CCOC(=O)N1CC=C2C(C#N)=C(N)C(C#N)(C#N)[C@H](c3cccs3)[C@H]2C1 | 3 | -0.5 | -7 | 4 | 5 | -14 | -1.2 | 101 | 4 |
| CC(=O)Nc1cccc(NC(=O)CSc2ccc(-c3ccco3)nn2)c1 | 8 | -1.9 | -17 | -9 | 5 | 16 | -1.1 | 112 | 19 |
| c1ccc(Cc2c[nH]c3ccccc23)cc1 | -6 | 1.5 | 1 | -3 | 12 | 11 | -0.2 | 99 | 8 |
| COc1ccccc1-c1nc(SC)n[nH]1 | 2 | -2.9 | 0 | -5 | 6 | 2 | -4.0 | 103 | 4 |
| Cc1ccc(C(=O)Nc2cnc3ccccc3c2)cc1 | 5 | -3.2 | -3 | 8 | -10 | 15 | -4.5 | 106 | 5 |
| O=C(NCc1cccnc1)c1ccc(S(=O)(=O)N2CCCCC2)cc1 | -4 | -1.6 | -6 | -13 | 4 | 4 | 2.1 | 97 | -1 |
| CCOC(=O)c1c(NC(=O)CN(C)C2CCN(C)CC2)sc(C(=O)Nc2ccccc2)c1C | 8 | 0.8 | 37* | -8 | 12 | -5 | -1.0 | 132 | -78 |
| CCOCCCNC(=O)C(c1ccc(OC)cc1)N(Cc1ccc2c(c1)OCO2)C(=O)CNC(C)=O (stereo not drawn) | -1 | -4.2 | -35 | 5 | -1 | -4 | -3.4 | 107 | 6 |
| NCCNc1ccc([N+](=O)[O-])c(NC2CC2)c1 | -1 | -0.2 | 9 | 4 | 28 | -15 | -1.4 | 105 | 6 |
| CC(=O)Nc1ccc(S(=O)(=O)NCc2ccc(C(=O)NCc3ccc(Cl)cc3)cc2)cc1 | 0 | -2.2 | -6 | -3 | 4 | 24 | -3.3 | 100 | -2 |
| Cc1cc(OC(C)C(=O)N2C[C@H]3C[C@@H](C2)c2cccc(=O)n2C3)c2c(C)c(C)c(=O)oc2c1 (stereo partly drawn) | -4 | 2.6 | -18 | -11 | 8 | 20 | -1.7 | 94 | -44 |
| CC(C)CCn1c(=O)c2sccc2n2c(CCCC(=O)N3CCC(N4CCCCC4)CC3)nnc12 | 6 | 13* | 8 | -14 | 21 | 18 | -2.8 | 108 | 1 |
| Cc1ccc(S(=O)(=O)N2CCCOC2CNC(=O)C(=O)NCc2ccccn2)cc1 (stereo not drawn) | 8 | -4.7 | -21 | 1 | 10 | 8 | -3.8 | 104 | -6 |
| CC1Sc2ccc(S(=O)(=O)CCC(=O)NC3CCCC(C)C3C)cc2NC1=O (stereo not drawn) | 5 | -3.7 | -46 | 17 | 12 | -2 | -0.7 | 100 | 54* |
| COc1cccc(N2CCN(c3c(C#N)c(C(F)(F)F)nn3C)CC2)c1 | 6 | -1.0 | -19 | 12 | 16 | 3 | -3.5 | 107 | 1 |
| CC(NC(=O)Cn1cnnn1)c1cccc(C(F)(F)F)c1 (stereo not drawn) | -12 | -1.6 | -11 | 3 | 16 | -17 | -1.0 | 84 | 9 |
| CN1C/C(=C\c2ccc(N3CCOCC3)cc2)C(=O)/C(=C/c2ccc(N3CCOCC3)cc2)C1 | -4 | 0.7 | -13 | 20 | 45 | 2 | -1.6 | 81 | -2 |
| CCOCCn1c2ccccc2c2nc3ccccc3nc21 | 6 | 2.1 | -21 | 2 | 13 | 10 | -0.7 | 96 | 6 |

Next section; it opens with the two that closed the last part.
| SMILES | MEKK2mut PB1 HTS | VIM-2 inhibitor | DNA FID counter | M18AAP inhibitor | NALP1 yeast inh | UBC9 SUMO inh | IMP-1 inh | MEKK2 WT-MEK5 | NS3 helicase inh |
| --- | --- | --- | --- | --- | --- | --- | --- | --- | --- |
| CN1C/C(=C\c2ccc(N3CCOCC3)cc2)C(=O)/C(=C/c2ccc(N3CCOCC3)cc2)C1 | -4 | 0.7 | -13 | 20 | 45 | 2 | -1.6 | 81 | -2 |
| CCOCCn1c2ccccc2c2nc3ccccc3nc21 | 6 | 2.1 | -21 | 2 | 13 | 10 | -0.7 | 96 | 6 |
| COc1ccc(-c2ccc(=O)n(CC(=O)Nc3cccc(O)c3)n2)cc1OC | 5 | -3.3 | -6 | 1 | · | · | -1.8 | 93 | 2 |
| COC(=O)c1cn(C(=O)c2ccc(OC)c(OC)c2)c2ccccc12 | 0 | 2.9 | -17 | -13 | 14 | 1 | 0.0 | 97 | -11 |
| CNC(=S)N/N=C/c1ccccc1Cl | 0 | -4.4 | 1 | 2 | 22 | 2 | -3.6 | 108 | 4 |
| O=C(Sc1nnnn1C1CCCCC1)c1cccs1 | 6 | -3.6 | 2 | 16 | 12 | -4 | -3.1 | 109 | 6 |
| O=C(OCCN1C(=O)c2ccccc2C1=O)c1cccc(OC(F)F)c1 | 16 | -1.3 | -9 | -5 | 13 | 24 | -2.0 | 103 | 4 |
| O=C(COc1ccccc1)NCC(=O)N/N=C/c1cc(Br)ccc1OCc1ccccc1 | -2 | -1.7 | -19 | -4 | 30 | 7 | -1.2 | 105 | 2 |
| COc1ccc(C(=O)CSc2ncn[nH]2)cc1OC | 2 | 0.1 | -7 | 12 | -2 | 13 | -3.7 | 107 | 18 |
| COc1ccc(C2N(c3cc(Cl)ccc3OC)C(=O)C3CCCN32)c(OC)c1 (stereo not drawn) | -3 | -2.8 | 5 | -5 | 7 | 0 | -3.9 | 97 | 4 |
| CCN(CC(=O)Nc1cccc(F)c1)CC(=O)Nc1ccccc1OC | -1 | -1.0 | -24 | 2 | -6 | 16 | -1.9 | 97 | -9 |
| CC(C)Cc1nc(SCC(=O)NCc2ccccc2)n[nH]1 | 7 | 1.5 | 0 | -11 | -16 | 20 | 1.6 | 106 | 1 |
| COc1cccc(NC(=O)CCC2CCN(C(=O)c3cccc(NC(C)=O)c3)CC2)c1 | 2 | 0.7 | -41 | 0 | 19 | 13 | -2.5 | 99 | 4 |
| O=C(O)c1ccc(NC2=C(N3CCOCC3)C(=O)c3ccccc3C2=O)cc1 | 0 | 2.0 | 0 | -3 | 12 | 3 | -1.2 | 98 | 14 |
| Cc1ccc(/C=N/NC(=O)Cc2c(F)cccc2Cl)s1 | -3 | -1.5 | -32 | 7 | 11 | 8 | -4.0 | 96 | 16 |
| COc1ccc(/C=N/NC(=S)Nc2ccccc2)cc1COc1ccc(F)cc1 | -2 | -0.6 | -5 | 0 | -5 | 9 | -3.9 | 101 | -2 |
| Cc1cccc(C(CC(=O)N2CCCC2)c2ccccc2)c1O (stereo not drawn) | 4 | -2.4 | -2 | 2 | -6 | 30 | -1.0 | 97 | -15 |
| Cc1cccnc1NC(=S)NC(=O)c1cncc(Br)c1 | 4 | -1.1 | 0 | 2 | -4 | -2 | -3.0 | 99 | -8 |
| COCCn1nnnc1CN1CCOCC1 | 1 | 0.8 | -1 | 11 | 6 | 24 | -0.2 | 100 | 2 |
| Cc1ccc(Nc2ccc(-n3ccnc3)nn2)cc1C | 5 | -2.0 | -4 | 2 | 5 | -9 | -4.1 | 103 | 0 |
| COc1ccc(S(=O)(=O)N2CCCCCC2)cc1C(=O)OCC(=O)Nc1cc(C)on1 | · | 0.5 | -2 | 3 | 19 | -12 | -3.7 | · | -2 |
| Cc1ccc2c(C)c(C(=O)N(Cc3ccncc3)CC3CCCO3)oc2c1C (stereo not drawn) | -4 | 1.1 | -42 | -14 | 16 | 18 | -2.0 | 95 | 1 |
| Cn1nnc2c[n+](CC(=O)c3ccc4ccccc4c3)cc(Br)c21 | 1 | -1.0 | 3 | 1 | · | 36 | -3.6 | 100 | 8 |

Copied from the list.
NALP1 yeast inh, COc1cccc(NC(=O)CCC2CCN(C(=O)c3cccc(NC(C)=O)c3)CC2)c1 → 19
MEKK2mut PB1 HTS, Cn1nnc2c[n+](CC(=O)c3ccc4ccccc4c3)cc(Br)c21 → 1
NALP1 yeast inh, Cc1ccc2c(C)c(C(=O)N(Cc3ccncc3)CC3CCCO3)oc2c1C (stereo not drawn) → 16
DNA FID counter, CC(=O)Nc1cccc(NC(=O)CSc2ccc(-c3ccco3)nn2)c1 → -17
UBC9 SUMO inh, O=C(Sc1nnnn1C1CCCCC1)c1cccs1 → -4
DNA FID counter, NCCNc1ccc([N+](=O)[O-])c(NC2CC2)c1 → 9
